Bioassay records: PubChem, National Center for Advancing Translational Sciences (NCATS)
Eya2 inh: qHTS Assay for Inhibitors of the Phosphatase Activity of Eya2; Protein phosphatase EYA2 (Homo sapiens), O00167; 0.006% of 330,000 active; Potency, µM (doses to about 76.9 µM), without a hit: at the top dose activity, negative = inhibition, actives largely listed as inhibitors; recombinant Eya2, OMFP fluorescence dephosphorylation (OMFP is methylfluorescein phosphate); also: potency is read from the fitted curve at half-maximal effect; % is scaled to controls: 0 for no effect and ±100 for the full control effect
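Eya2 protein (added as 0.2 uM solution) was preincubated with compound for 10 min at ambient temperature in 50 mM HEPES pH 7.5, 50 mM NaCl, 5 uM MgCl2, 0.05% BSA, 1 mM DTT. OMFP (added at 50 uM) then reacted 10 min; fluorescence read at 485/525 nm.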
B2AR arrestin: qHTS assay of beta-arrestin-biased ligands of beta2-adrenergic receptor | beta-arrestin recruitment to beta2AR, cell-based reporter | Potency, µM (series often up to 46.1 µM), without a hit: at the top dose activation, actives largely listed as activators | 0.02% of 330,000 active;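 also: potency is read from the fitted curve at half-maximal effect; 0% = DMSO controls and full agonism = EC100 isoproterenol or metaproterenol; nearly all actives have a fitted effect of over 65% in size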
Target sequence (P07550 whole entry, looked up): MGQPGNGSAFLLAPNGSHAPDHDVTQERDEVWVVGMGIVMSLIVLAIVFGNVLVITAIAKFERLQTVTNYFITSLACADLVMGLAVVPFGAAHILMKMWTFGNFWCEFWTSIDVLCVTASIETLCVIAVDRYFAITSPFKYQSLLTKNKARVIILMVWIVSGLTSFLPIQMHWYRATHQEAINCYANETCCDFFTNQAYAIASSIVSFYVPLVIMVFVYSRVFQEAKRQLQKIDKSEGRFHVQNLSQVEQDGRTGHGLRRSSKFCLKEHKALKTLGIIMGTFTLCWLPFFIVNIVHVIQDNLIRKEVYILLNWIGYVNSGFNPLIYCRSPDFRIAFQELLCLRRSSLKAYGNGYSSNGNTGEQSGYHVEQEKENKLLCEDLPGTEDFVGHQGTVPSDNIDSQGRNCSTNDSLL
BRCA1 expr act: qHTS Assay to Identify Small Molecule Activators of BRCA1 Expression. MCF7-BRCA1-FFLuc reporter, luminescence, 48 h; response scale: scaled: vehicle 0%, 10 µM genistein 100%. Potency, µM (titrated, usually from 46.1 µM), for the others: at the highest dose activation, actives largely listed as activators. 1.1% of 380,000 active. AID 624202, 2012; also: potency is read from the fitted curve at half-maximal effect; nearly all actives have a fitted effect of over 80% in size; some results filed as inactive show a strong effect at the top dose
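Quantitative HTS in MCF7 cells stably reporting BRCA1 expression via firefly luciferase. Compound treatment lasts 48 h at 37 °C in phenol-red free MEM. Activation is expressed relative to genistein at 10 microM and DMSO.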
p53 reactivation: qHTS assay for re-activators of p53 using a Luc reporter; Potency, µM (highest dose often 92.2 µM), without a hit: at the top dose activity change, positive = activation, most hits filed as activators; H1299 p53-A138V BP100-luciferase reporter, luminescence, 24 h; 0.063% of 320,000 active; AID 504706, 2011; also: potency is read from the fitted curve at half-maximal effect; % of control where 0% means no effect; nearly all actives have a fitted effect of over 45% in size
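p53-null H1299 cells stably carrying temperature-sensitive p53-A138V and a BP100-luciferase reporter were pinned with compounds (4-point, 1:5 series) and held 24 hrs at 37 deg C. Luminescence was read 10 min after detection reagent.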
S-ASM inh: Inhibitors of Secretory Acid Sphingomyelinase (S-ASM): qHTS. Sphingomyelin phosphodiesterase (Homo sapiens), P17405. placental ASM, HMU-PC fluorogenic substrate, 60 min. Potency, µM (titrated, usually from 57.5 µM), inactives show top-dose activity change, negative = inhibition, hits mostly inhibitors. 0.006% of 340,000 active. AID 504937, 2011; also: potency is read from the fitted curve at half-maximal effect
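Human placenta-derived ASM enzyme was preincubated with compound for 10 minutes at room temperature, then given fluorogenic substrate HMU-PC0 (9 uM final) for 60 minutes at 37 °C; a pH 10 stop preceded fluorescence reading at Ex 386/Em 447 nm.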
Integrin act MD: qHTS for Activators of Integrin-Mediated Alleviation for Muscular Dystrophy | alpha7betagal myoblasts, beta-gal FDG fluorescence, 48 h | Potency, µM (doses to about 38.3 µM), inactives show at the highest dose activation, actives largely listed as activators | 0.064% of 350,000 active;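 also: potency is read from the fitted curve at half-maximal effect; 100% = response of the positive control SU9516; nearly all actives have a fitted effect of over 60% in size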
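alpha7betagal+/- myoblasts (passage 13, 250/well) treated 48 h at 37C with compounds at 1:260 dilution of DMSO stock. Lysed, then beta-galactosidase activity read as FDG fluorescence (ex 480/em 540) after 30 min, with pre-read for autofluorescence.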
ELG1 genotox: qHTS screen for small molecules that induce genotoxicity in human embryonic kidney (HEK293T) cells expressing luciferase-tagged ELG1 | 1.3% of 330,000 active | AID 504466, 2011 | HEK293T ELG1-luciferase reporter, luminescence, 16 h | Potency, µM (highest dose often 46 µM), inactives show at the highest dose activity change, positive = activation, most hits filed as activators; also: potency is read from the fitted curve at half-maximal effect; % of control where 0% means no effect; nearly all actives have a fitted effect of over 60% in size
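DMSO vehicle served as control against compound-treated ELG1-luciferase HEK293T cells; exposure lasted 16 hr at 37 °C and 5% CO2, followed by ONE-Glo luminescence detection after 30 min.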
PTAP TSG101 blk: qHTS Assay for Iinhibitors of HIV-1 Budding by Blocking the Interaction of PTAP/TSG101 | Tumor susceptibility gene 101 protein (Homo sapiens), Q99816 | Fluorescence polarization, FITC-PTAP peptide / Tsg101 binding | Potency, µM (top dose mostly 115 µM), inactives show at the highest dose activity change, negative = inhibition, most hits filed as inhibitors | 340,000 tested, under 10 active | AID 493005, 2010; active = well fitted inhibition curve with a large enough effect in the main read-out, with a control signal flat, not every such curve was filed as active; inconclusive = small, poorly fitted or top-dose-only effect, or effect the other way, or a change in a side signal; inactive = no such curve, though single readings can be large or run the other way; also: potency is read from the fitted curve at half-maximal effect; % of control where 0% means no effect
Target sequence (Q99816 whole entry, looked up): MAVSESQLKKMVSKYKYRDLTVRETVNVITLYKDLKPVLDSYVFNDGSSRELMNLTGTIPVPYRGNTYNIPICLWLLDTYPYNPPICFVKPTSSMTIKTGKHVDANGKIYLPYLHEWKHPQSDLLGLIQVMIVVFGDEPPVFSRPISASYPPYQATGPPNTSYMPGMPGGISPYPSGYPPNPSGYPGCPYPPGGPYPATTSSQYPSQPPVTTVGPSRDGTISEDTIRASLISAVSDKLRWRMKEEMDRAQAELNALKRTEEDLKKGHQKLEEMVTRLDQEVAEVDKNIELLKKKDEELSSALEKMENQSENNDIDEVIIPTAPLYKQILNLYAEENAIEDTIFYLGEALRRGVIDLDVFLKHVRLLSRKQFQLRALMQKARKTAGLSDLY
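Tsg101 binding domain (10 uM final) was mixed with compound and a FITC-labeled PTAP peptide (50 nM final) in HEPES pH 7.5 buffer with NaCl, Tween 20, EDTA and TCEP; fluorescence polarization was read after 20 min at r.t.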
uPA surface inh: qHTS for Inhibitors of Cell Surface uPA Generation; Potency, µM (top dose mostly 38.3 µM), without a hit: at the highest dose activity change, negative = inhibition, hits mostly inhibitors; AID 540303, 2011; cell surface uPA generation assay, qHTS; 0.31% of 330,000 active; active = well fitted inhibition curve with a large enough effect; inconclusive = small, poorly fitted or top-dose-only effect; inactive = no such curve, though single readings can be large or run the other way; tested in mouse RAW 264.7 cells; also: potency is read from the fitted curve at half-maximal effect; % is scaled to controls: 0 for no effect and ±100 for the full control effect; nearly all actives have a fitted effect of over 55% in size
TRPV1 agonist: HTS Assay for Compounds that Act as Agonists of the Vanilloid Receptor 1; Transient receptor potential cation channel subfamily V member 1 (Homo sapiens), Q8NER1; TRPV1-expressing cells, Fluo-8 calcium influx, agonist mode; activation, % at 8.33 µM; 0.19% of 320,000 active; AID 540275, 2011; in the data active = activation above about 80%; inconclusive = between about 30% and that limit; also: 0% is about no effect
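TRPV1-expressing cells were cultured overnight at 35.5C and loaded with Fluo-8 calcium dye for 40 to 90 min at room temperature. After a 10 s baseline, compound was added and calcium influx was read kinetically for 3 min (ex 480/em 520 nm).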
USP2a block: qHTS Assay for Inhibitors of Ubiquitin-specific Protease USP2a Using CHOP2 as the Reporter | USP2 core, Ub-CHOP2 coupled fluorogenic reporter, 485/531 | Potency, µM (top dose mostly 38.3 µM), inactives show at the highest dose activity change, negative = inhibition, actives largely listed as inhibitors | 0.01% of 330,000 active;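 also: potency is read from the fitted curve at half-maximal effect; plate controls were DMSO wells for no effect and full inhibition by NEM control for full effect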
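Cell-free coupled assay: 10nM USP2 core preincubated 30min RT with compound in Tris-HCl pH 8.0/CaCl2/CHAPS buffer, then 25nM Ub-CHOP2 and 25nM reporter substrate; fluorescence (Ex 485/Em 531) read after 60min RT, normalized to NEM inhibition, concentration-response curves fitted.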
Numbers without * were called inactive; i = inactive; ? = inconclusive; · = no result given; [ ] = remark or other dose. Unless noted, calls follow the shape of the dose curve; as a rule, active = well fitted curve in the direction sought with a large enough effect; inconclusive = small, poorly fitted or top-dose-only effect, or another doubt; inactive = no such curve, though single readings can be large; an effect the other way counts as inactive or inconclusive.

SMILES | Eya2 inh | B2AR arrestin | BRCA1 expr act | p53 reactivation | S-ASM inh | Integrin act MD | ELG1 genotox | PTAP TSG101 blk | uPA surface inh | TRPV1 agonist | USP2a block
Cc1cccc(N2CN=c3s/c(=C\c4ccccn4)c(=O)n3C2)c1 | -21% | 0.0% | -3% | 4% | 0% | -13% | -5% | -1% | 7% | -6 | 1%
CCOC(=O)CCCNC(=O)COc1ccccc1C#N | -3% | -1.4% | -6% | 1% | 4% | -19% | 0% | -10% | -3% | -2 | 3%
CC1=NN(c2ccccc2)C(=O)/C1=C/c1ccc(Cl)cc1 | 10% | -0.3% | -11% | -9% | -5% | -4% | -6% | -1% | 6% | -4 | -4%
O=C(CCN1CCN(c2ccccc2)CC1)N/N=C/c1ccccc1OC(F)F | -9% | 0.4% | -48% | 3% | 61% | -14% | -4% | -1% | -1% | 2 | 0%
CC1CCN(c2nnc(-c3cccs3)c3ccccc23)CC1 | 5% | -0.2% | 40% | ? | 2% | -24% | 6% | -4% | 0% | 28 | -2%
CC(=O)Nc1ccc(S(=O)(=O)N(C)Cc2cnn(C)c2)cc1 | -3% | -0.2% | 29% | -10% | 3% | -2% | -5% | -9% | 3% | 0 | 1%
COc1ccc(OC)c(S(=O)(=O)N2CCC(C(=O)NCc3ccc4c(c3)OCO4)CC2)c1 | -3% | -0.5% | 2% | -5% | 1% | 24% | -9% | -1% | -7% | 3 | 0%
COc1ccccc1CN1CCN(Cc2nc(-c3cccs3)no2)CC1 | -4% | -1.2% | 72% | 8% | 3% | -13% | 9% | -7% | 0% | -3 | -1%
Cc1ccccc1NC(=O)C1CCCN(S(=O)(=O)c2cccc3cccnc23)C1 (stereo not drawn) | -18% | -1.6% | 0% | -6% | -2% | 12% | -32%[inhibitor] | -2% | 5% | -1 | 1%
O=C(Cc1n[nH]c(=O)[nH]c1=O)N/N=C/c1ccccc1 | 8% | 0.5% | 21% | 7% | 2% | -16% | 2% | -4% | 1% | 1 | 0%
FC(F)Oc1ccc(C2N=C(c3ccccc3)NO2)cc1 (stereo not drawn) | 11% | 0.4% | 4.5µM* | ? | 0% | 20% | ? | -2% | -1% | 4 | 1%
COc1ccc(C(CNC(=O)c2cc3ccccc3o2)N2CCCC2)cc1 (stereo not drawn) | 2% | 3.7% | 11% | -3% | 0% | 0% | 2% | -5% | 3% | 6 | -3%
COCCNc1oc(/C=C/c2ccccc2OC)nc1S(=O)(=O)c1ccccc1 | 6% | -0.6% | -5% | -4% | i | ? | 0%[9.26 µM] | -3% | 6% | 5 | 0%
N#Cc1c(N)n(C2CCCCC2)c2nc3ccccc3nc12 | -15% | 0.0% | -51% | 12% | i | -13% | -3% | -4% | -3% | 15 | -1%
CC1Sc2ccc(S(=O)(=O)CCC(=O)NC3CCCC(C)C3C)cc2NC1=O (stereo not drawn) | 1% | -0.9% | -17% | -6% | 278% | ? | -4% | 4% | -29% | 27 | 1%
COc1cccc(CNC(=O)c2ccc3c(c2)N(C)CCS3)c1OC | -1% | 0.0% | 1% | · | 403%[activator] | 5% | 1% | -10% | -1% | 3 | 0%
Cc1ccc(S(=O)(=O)CCSc2cccc(C(=O)Nc3ccccc3C(=O)O)c2)cc1 | 5% | 0.4% | 11% | 2% | 19% | -39% | -6% | -6% | 2% | -3 | 1%
CC1(C)Cc2nc(N)c(=O)sc2C1 | -4% | -0.2% | 1% | -4% | 5% | -25% | -1% | 0% | -4% | -3 | 1%
O=C(O)CCCC(=O)Nc1ccc(C(=O)N2CCCCC2)cc1 | · | · | 6% | · | 13% | 9% | · | -2% | 0% | -2 | ·
Cc1ccc(NS(=O)(=O)c2cn(C)c(=O)n(C)c2=O)cc1C | 13% | 0.1% | 1% | · | 11% | 2% | 2% | -1% | 4% | -1 | 0%
COc1cc(C(=O)NCC(=O)Nc2c(C)cccc2C)ccc1OCc1ccccc1 | -8% | 0.3% | 1% | 31% | -1% | -3% | 2% | -2% | 5% | 10 | 2%
O=C(CC1C(=O)NCCN1C(=O)c1ccc(F)cc1)OCc1ccccc1 (stereo not drawn) | 7% | 0.4% | -7% | -2% | 2% | 4% | 1% | 0% | 1% | 2 | 1%
O=S(=O)(Cc1cccc(F)c1)c1c[nH]c2ccccc12 | 15% | -0.9% | -22% | -3% | 2% | 2% | 2% | 65%[activator] | 8% | · | -1%
CCOc1ccc(S(=O)(=O)N2CCN(C(=O)c3cc(C4CC4)nn3-c3ccccc3)CC2)cc1 | 2% | -0.3% | -37% | 5% | 0% | -28% | -3% | 2% | 1% | 16 | 1%
Nc1ncc(-c2cc3ccccc3oc2=O)s1 | -5% | 0.3% | 64% | 28% | 4% | 24% | 2.6µM* | -5% | 0% | -3 | 0%

By substructure, the compounds so far with a cyano group.
SMILES | Eya2 inh | B2AR arrestin | BRCA1 expr act | p53 reactivation | S-ASM inh | Integrin act MD | ELG1 genotox | PTAP TSG101 blk | uPA surface inh | TRPV1 agonist | USP2a block
CCOC(=O)CCCNC(=O)COc1ccccc1C#N | -3% | -1.4% | -6% | 1% | 4% | -19% | 0% | -10% | -3% | -2 | 3%
N#Cc1c(N)n(C2CCCCC2)c2nc3ccccc3nc12 | -15% | 0.0% | -51% | 12% | i | -13% | -3% | -4% | -3% | 15 | -1%

Continuation.
SMILES | Eya2 inh | B2AR arrestin | BRCA1 expr act | p53 reactivation | S-ASM inh | Integrin act MD | ELG1 genotox | PTAP TSG101 blk | uPA surface inh | TRPV1 agonist | USP2a block
COc1ccc(C(=O)Nc2ccnn2C2CCN(Cc3cn(C)nc3C)CC2)cc1 | 9% | -0.8% | 19% | -2% | 4% | -12% | -1% | 3% | -2% | -2 | -2%
Cc1cc(C(=O)NCc2ccc3c(c2)OCO3)c(C)o1 | 15% | 0.0% | 1% | 11% | 2% | -37% | 2% | -5% | 1% | 1 | -1%
Cc1cccc(NC(=O)CSc2nnc(-c3ccccc3C)o2)c1 | 0% | -0.1% | 13µM* | ? | -20% | 9%[7.66 µM] | ? | -5% | -6% | 21 | 0%
CCCCCCCCCCCCCCCC[n+]1cccc2ccccc21 | ? | -0.2% | -65% | -5% | ? | ? | -3% | 0% | -9% | 4 | ?
Cc1cccc(NC(NC(=O)c2ccccc2[N+](=O)[O-])C(Cl)(Cl)Cl)c1 (stereo not drawn) | 2% | -1.1% | 1% | -3% | -1% | -13% | 0% | -1% | -2% | 1 | 2%
Cc1nc([N+](=O)[O-])c(Br)n1CC(=O)c1ccc2ccccc2c1 | 1% | -0.2% | -101% | -10% | ? | -42% | -1% | -3% | -13% | 16 | -10%
COc1ccc(C(=O)Nc2ccccc2SCc2cc(=O)n3nc(C)sc3n2)cc1OC | -1% | 0.1% | -2% | 0% | 2% | -6% | 2% | -2% | 0% | 1 | 0%
O=C(Nc1ccccc1Oc1cccnc1)C1CCCN(Cc2ccc(F)cc2)C1 (stereo not drawn) | -1% | -0.6% | -57% | 1% | -1% | -1% | -7% | -3% | 15% | ? | 0%
O=C(CCC1CCCC1)NCCCN1CCOCC1 | 2% | -2.1% | 2% | -1% | 6% | 19% | -5% | -2% | · | 1 | 2%
COc1ccc(C2(CNC(=O)c3ccccc3)CCOCC2)cc1 | -6% | -0.5% | 2% | 2% | 1% | -12% | -1% | 0% | -5% | 6 | 1%

Ordered by length of the SMILES (smallest number first): 3 of the compounds above
SMILES | Eya2 inh | B2AR arrestin | BRCA1 expr act | p53 reactivation | S-ASM inh | Integrin act MD | ELG1 genotox | PTAP TSG101 blk | uPA surface inh | TRPV1 agonist | USP2a block
O=C(CCC1CCCC1)NCCCN1CCOCC1 | 2% | -2.1% | 2% | -1% | 6% | 19% | -5% | -2% | · | 1 | 2%
Cc1cc(C(=O)NCc2ccc3c(c2)OCO3)c(C)o1 | 15% | 0.0% | 1% | 11% | 2% | -37% | 2% | -5% | 1% | 1 | -1%
COc1ccc(C(=O)Nc2ccnn2C2CCN(Cc3cn(C)nc3C)CC2)cc1 | 9% | -0.8% | 19% | -2% | 4% | -12% | -1% | 3% | -2% | -2 | -2%
